# Source: PubChem BioAssay
# CatS block = blocks human cathepsin S protease activity; recombinant cathepsin S, AMC dipeptide fluorescence, pooled mixtures; hit rate 0.06% among 62,000; inhibition, %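 (tested at 5 µM per compound within 10-compound mixtures)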; P25774; in the data active means inhibition above about 32%, passing the limit was not always enough;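 further: 0% = enzyme without compound and 100% = blank without enzyme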
# AP complement = alternative pathway complement inhibition, orthogonal assay; Human serum alternative complement pathway, LPS-coated ELISA, C3 deposition; tested in compound mixtures; inhibition, % at 5 µM; hit rate 0.08% among 62,000; AID 1235;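 active means inhibition above 30% in each of the two pooled mixtures holding the compound, so the lower value exceeds 30%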;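 further: 0% = serum in Mg-EGTA without compound and 100% = EDTA serum blank; some compounds past the cut are filed as inactive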
#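 Test system: human serum alternative complement pathway, C3 deposition on LPS-coated wells; also added: Plate-bound LPS; doses: 5 µM per compound in ten-compound mixtures; schedule: 1 h at 37 °C; detection: Anti-C3 ELISA, OD 450 nm; evaluation: percent inhibition of C3 deposition onto LPS; repeats: two pool placements per compound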
# CatB mix inh = human cathepsin B inhibition by mixtures; inhibition, %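 (ten-compound pools at 5 µM per compound and 50 µM total)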; Purified cathepsin B, AMC dipeptide fluorescence, compound mixtures; hit rate 0.06% among 62,000; AID 488; in the data active means inhibition above about 22%, passing the limit was not always enough;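 further: 0% = enzyme without compound and 100% = no enzyme blank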
# C1s block = human complement C1s inhibition. P09871. purified C1s, fluorogenic AMC substrate, pooled mixtures. mean inhibition % of two 10-compound mixtures (stronger effect = higher value), % at 5 µM (by protocol). hit rate 0.16% among 62,000. AID 538;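 active means inhibition above 20% in each of the two 10-compound mixture wells holding the compound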;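 further: 0% = enzyme wells lacking compound mixture and 100% = no-enzyme blank wells; some compounds called inactive have numbers as strong as hits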
# Target sequence (P09871 16-437 limits assumed): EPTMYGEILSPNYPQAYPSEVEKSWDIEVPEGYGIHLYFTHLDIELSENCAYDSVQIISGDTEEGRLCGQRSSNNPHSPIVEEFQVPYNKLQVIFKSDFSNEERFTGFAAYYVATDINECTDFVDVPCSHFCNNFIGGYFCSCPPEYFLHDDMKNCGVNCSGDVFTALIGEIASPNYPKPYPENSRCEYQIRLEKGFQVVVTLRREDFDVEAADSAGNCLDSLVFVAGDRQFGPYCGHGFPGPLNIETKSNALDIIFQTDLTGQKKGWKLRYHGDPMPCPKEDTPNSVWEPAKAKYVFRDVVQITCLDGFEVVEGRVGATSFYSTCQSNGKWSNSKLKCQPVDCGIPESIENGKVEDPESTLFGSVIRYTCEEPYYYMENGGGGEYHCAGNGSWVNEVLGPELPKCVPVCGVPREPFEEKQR
# Target sequence (P09871 438-688 limits assumed): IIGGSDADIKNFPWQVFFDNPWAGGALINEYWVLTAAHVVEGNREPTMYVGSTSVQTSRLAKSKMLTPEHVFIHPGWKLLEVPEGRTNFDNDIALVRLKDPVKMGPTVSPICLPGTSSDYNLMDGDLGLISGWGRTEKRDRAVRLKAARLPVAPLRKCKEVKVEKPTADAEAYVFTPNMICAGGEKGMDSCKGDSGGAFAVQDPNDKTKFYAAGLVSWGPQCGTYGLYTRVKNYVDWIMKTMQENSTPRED
# CatL inh = blocks human cathepsin L protease activity. P07711. purified cathepsin L, fluorogenic substrate, fluorescence. inhibition, %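 (tested at 10 µM)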. hit rate 0.17% among 58,000. AID 460; in the data active means inhibition above about 45%;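 further: 0% = enzyme with no compound and 100% = no enzyme blank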
# CatG inh = blocks human cathepsin G enzyme activity; purified enzyme, AMC-tetrapeptide fluorescence, pooled mixtures; inhibition, % at 5 µM (by protocol); hit rate 0.2% among 62,000;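 active means inhibition above 20% in each of the two mixture wells holding the compound; inactive means inhibition of 20% or less in either well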;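 further: 0% = enzyme control without mixture and 100% = blank lacking enzyme; strong numbers were not always called active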
# Target sequence (P08311 21-244 limits assumed): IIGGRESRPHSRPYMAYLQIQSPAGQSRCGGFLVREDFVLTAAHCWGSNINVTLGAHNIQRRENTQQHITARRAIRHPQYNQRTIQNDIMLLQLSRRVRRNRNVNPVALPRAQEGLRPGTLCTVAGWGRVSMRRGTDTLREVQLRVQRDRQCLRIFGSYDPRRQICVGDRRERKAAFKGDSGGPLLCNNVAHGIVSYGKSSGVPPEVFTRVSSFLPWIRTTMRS
# Ec RNAP inh = inhibitors of Escherichia coli RNA polymerase. P0A8V2. E. coli RNA polymerase, fluorescence transcription assay. inhibition, %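 (tested at 10 µM)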. hit rate 0.2% among 62,000. AID 559; in the data active means inhibition above about 20%;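 further: 0% = enzyme without compound and 100% = no enzyme blank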
# FXIa inh mix = factor XIa (human) inhibition, mixture screen; AID 680; purified FXIa, fluorogenic substrate, pooled mixtures; P03951; inhibition, % at 5 µM; hit rate 0.19% among 62,000; in the data active means inhibition above about 20%, passing the limit was not always enough;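 further: each value is inhibition by a whole ten-compound pool holding the compound; 0% = enzyme with no mixture and 100% = wells lacking enzyme; strong numbers were not always called active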
# CatB inh = blocks human cathepsin B protease activity; purified cathepsin B, fluorogenic substrate, fluorescence; inhibition, %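 (tested at 10 µM)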; hit rate 0.1% among 63,000; AID 453; in the data active means inhibition above about 21%;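 further: 0% = enzyme with no compound and 100% = no enzyme blank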
# An asterisk follows results filed as active; · = no result given. This is a subset. The share of hits here may be higher or lower than overall.
SMILES,CatS block,AP complement,CatB mix inh,C1s block,CatL inh,CatG inh,Ec RNAP inh,FXIa inh mix,CatB inh
O=C(O)c1cn(-c2ccccc2)nc1-c1ccncc1,15.6,4.3,0.4,12.9,-17.7,12.6,11.9,3.5,1.7
CCOC(=O)c1cnn(-c2nc3sc4c(c3c(=O)[nH]2)CCCC4)c1N,12.2,4.7,2.1,-3.4,·,-5.1,1.4,6.7,10.2
N#Cc1nc(COc2ccc(Cl)cc2)oc1N1CCCCCC1,-5.3,15.4,-4.2,-12.2,-0.2,-3.9,-5.2,2.6,3.6
COc1cccc(NC(=O)CNC(C)CCC(C)C)c1 (centres undefined),6.2,12.6,-3.7,2.9,-3.7,1.4,-4.5,8.2,0.3
CCN1C(=O)/C(=C/N2CCc3ccccc32)SC1=S,0.0,6.6,6.1,10.8,5.3,11.6,6.4,2.8,1.9
CN1C(=O)Cc2cc(S(=O)(=O)N3CCOCC3)ccc21,11.6,-6.1,5.0,-1.6,-11.4,-0.8,4.1,8.3,-4.2
Cc1c(NC(=O)NCCN2C(=O)C3C4C=CC(C4)C3C2=O)c(=O)n(-c2ccccc2)n1C (centres undefined),-3.3,19.4,3.8,-1.0,·,6.5,1.2,1.8,-1.8
COCCC(=O)NC12CC3CC(CC(C3)C1)C2,1.2,3.0,-0.3,-0.3,2.3,-3.2,-2.2,2.1,·
CC1(C)NC(=O)N(CN2C(=O)NC(C)(C)C2=O)C1=O,-8.9,-1.2,3.0,-17.1,3.1,7.2,8.5,-3.4,4.2
C=CCNS(=O)(=O)c1cccc2cc(C(=O)O)c(O)cc12,9.6,10.0,-3.3,-6.8,8.1,1.4,3.4,7.9,-0.2
C[C@]12CC[C@@H]3c4ccc(O[C@@H]5O[C@H](C(=O)O)[C@@H](O)[C@H](O)[C@H]5O)cc4CC[C@H]3[C@@H]1C[C@@H](O)[C@@H]2O,4.2,1.9,-7.0,0.4,3.0,11.1,9.6,-0.2,4.1
CC1(C)CC(=O)C(C=NCCCO)=C(O)C1,11.3,5.5,31.7,-36.0,4.1,-5.6,5.9,3.8,10.5
O=C1CCc2cc(S(=O)(=O)NCCC(=O)N3CCN(c4cccc(Cl)c4)CC3)ccc2N1,12.6,14.1,1.9,-7.4,-2.3,-1.6,3.3,3.2,-0.2
Cc1ccc(NS(=O)(=O)c2ccc(CCC(=O)O)cc2)cc1,-18.6,21.2,-5.4,-119.5,-5.6,32.2,2.0,4.9,5.5
CC(C)CC(c1nnnn1CC1CCCO1)N1CCN(c2cccc(Cl)c2)CC1 (centres undefined),-3.2,-5.7,2.2,3.8,25.5,5.6,10.2,1.9,2.0
CCOc1ccc(NC(=O)c2ccc(S(=O)(=O)N(C)C)cc2)cc1,16.6,-7.8,-0.1,-9.5,17.4,1.6,10.2,4.6,7.0
CCc1ccccc1NC(=O)CSc1nnc([C@H](CCSC)NC(=O)OC(C)(C)C)o1,3.2,3.0,0.2,3.5,9.6,3.1,7.8,2.8,-0.2
O=C(Cn1cc(/C=N/O)c2ccccc21)N1CCOCC1,-1.4,13.0,-1.5,-25.7,1.6,-1.3,1.4,2.5,-1.1
CCOC(=O)c1c(C)[nH]c(C(=O)CSc2nnc(CC(C)c3ccccc3)o2)c1C (centres undefined),1.5,7.6,0.9,8.0,4.0,3.0,1.8,11.6,3.7
Cc1cc(N/C=C2\CCCCC2=O)no1,3.8,10.1,5.4,17.7,21.9,9.0,2.6,5.1,2.6
CCc1ccc(OCC(O)CN2CCN(c3ccccc3)CC2)cc1 (centres undefined),7.9,17.8,0.5,-0.5,0.4,-1.6,-2.8,12.5,-0.1
COC(=O)C1=CN(C)C=C(C(=O)OC)C1c1ccc(O)c(OC)c1,1.2,-9.9,0.2,13.2,10.3,12.2,7.0,7.5,1.1
O=C(C1CCCN1S(=O)(=O)c1cccc2cccnc12)N1CCN(c2ccccc2)CC1 (centres undefined),-4.4,10.6,0.3,-8.2,-0.7,-3.5,2.6,5.0,1.2
COc1cccc(NC(=O)c2ccccc2SC)c1,8.0,12.3,17.6,17.6,3.5,11.8,0.9,9.5,1.2
Cc1cc(C)n(C(=O)c2ccncc2)n1,-1.3,16.2,-6.2,0.4,4.9,6.2,-0.1,-2.8,2.1
COc1ccc(NC(=O)C2CCCN2S(=O)(=O)c2ccc3c(c2)CCC(=O)N3)cc1 (centres undefined),-2.3,12.8,5.4,-2.9,·,8.8,3.4,2.9,2.2
COC(=O)C1=[N+]([O-])OC(C(=O)OC)C1c1c[nH]c2ccccc12 (centres undefined),-1.2,13.3,3.0,-1.3,-6.2,7.7,3.5,-0.4,4.0
CCOC(=O)c1sc2ncnc(OC)c2c1C,11.4,4.1,2.0,-24.7,5.5,-0.2,10.4,-11.9,-0.1
CCCc1cc(=O)[nH]c(SCC(=O)Nc2nonc2N)n1,15.8,-11.1,2.0,-19.4,16.2,-1.0,8.7,4.2,4.5
CN1CCN(C(=O)C2CC(c3c(F)cccc3Cl)=NO2)CC1 (centres undefined),-1.1,20.7,-6.4,1.9,8.3,10.0,4.5,0.6,-2.6
CCn1c(SCC(=O)Nc2ccc(Cl)cc2)nnc1C1CC1,-13.7,3.4,-9.4,-36.9,-11.9,-0.9,4.0,-12.9,2.5
O=C(O)c1cccc(NC(=O)C2C3C=CC(C3)C2C(=O)OCC(F)(F)C(F)F)c1 (centres undefined),13.8,6.7,8.5,2.6,-0.6,1.0,9.4,9.2,-1.8
CCOC(=O)CSc1nnc(CNc2cccc(Cl)c2)n1-c1ccccc1,-1.6,12.2,-0.2,-13.5,27.3,5.6,2.1,-1.8,7.7
COCCCN1CC23C=CC(O2)C(C(=O)O)C3C1=O (centres undefined),-5.1,12.1,4.3,10.0,7.2,10.8,7.1,3.9,-1.5
COc1cccc(N2CC(C(=O)Nc3c(C)cccc3C)CC2=O)c1 (centres undefined),8.0,-11.4,1.2,-12.9,-2.1,-8.8,-8.6,3.4,-2.0
Cn1c2c(c(=O)n(C)c1=O)C(c1ccc(Br)cc1)Nc1ccccc1O2 (centres undefined),-2.8,-4.2,4.8,4.8,8.6,-2.3,10.5,3.4,1.9
Cc1ccc2cc(C(c3nnnn3C3CCCC3)N(Cc3cccnc3)Cc3ccco3)c(=O)[nH]c2c1 (centres undefined),19.8,-2.5,2.8,-3.1,-1.7,1.7,7.2,8.6,2.9
Cc1cc(N2CCCCCC2)nc(-c2ccccc2O)n1,15.0,-16.2,5.7,-38.0,17.1,-12.9,·,-8.2,7.1
COc1cccc(-c2cc3nc(-c4ccccc4)cc(N4CCC5(CC4)OCCO5)n3n2)c1,1.2,16.8,0.9,-38.0,-47.6,2.5,-4.0,-11.0,-2.3
CCNc1nc(Oc2ccc(C(=O)OC)cc2)nc(SC)n1,-3.7,21.0,1.5,8.7,-8.6,7.2,10.2,2.5,0.7
Cc1ccc(NS(=O)(=O)c2cc(C(=O)O)ccc2Cl)cc1,4.2,-0.4,-1.1,2.1,9.2,-1.3,6.1,3.1,-3.5
CC(=O)Nc1ccc2c(c1)C(=O)N(C1CCCCC1)C2=O,-2.1,12.9,-4.1,-13.2,-104.3,-1.6,-13.2,-3.6,-4.5
CCN(CC)S(=O)(=O)c1ccc2oc(C(=O)O)c(C)c2c1,-4.2,1.1,5.7,8.8,11.9,11.5,6.3,6.3,3.2
COC(=O)c1ccc(-n2nnnc2SCC(=O)N2CCCCC2)cc1,12.2,-1.2,-2.3,-1.1,11.8,0.0,11.6,3.9,1.8
O=c1[nH]c2ccccc2nc1NCCN1CCOCC1,2.5,3.9,-8.5,-2.4,-3.7,9.4,5.4,0.7,2.1

# 2 consecutive compounds already listed:
SMILES,CatS block,AP complement,CatB mix inh,C1s block,CatL inh,CatG inh,Ec RNAP inh,FXIa inh mix,CatB inh
O=C(O)c1cn(-c2ccccc2)nc1-c1ccncc1,15.6,4.3,0.4,12.9,-17.7,12.6,11.9,3.5,1.7
CCOC(=O)c1cnn(-c2nc3sc4c(c3c(=O)[nH]2)CCCC4)c1N,12.2,4.7,2.1,-3.4,·,-5.1,1.4,6.7,10.2

# (more compounds)
SMILES,CatS block,AP complement,CatB mix inh,C1s block,CatL inh,CatG inh,Ec RNAP inh,FXIa inh mix,CatB inh
CCOC(=O)c1[nH]c(C)c(C(=O)OCC(=O)N2CCCCC2C)c1C (centres undefined),2.1,8.3,3.7,-0.6,7.8,-0.9,5.3,6.0,-5.3
Cc1onc(-c2ccccc2)c1C(N)=O,9.9,7.7,-11.0,0.7,1.9,11.9,10.3,-2.1,-2.6
CS(=O)(=O)N1CCc2cc(S(=O)(=O)Nc3ccc4oc5c(c4c3)CCCC5)ccc21,-5.9,21.1,2.8,9.7,-3.6,8.9,5.3,8.2,3.9
CC(COc1cccc2ccccc12)CN1CCN(C)CC1 (centres undefined),20.1,8.7,5.9,0.8,-3.9,-2.5,6.5,5.6,-1.3
Cn1c(-c2ccc(F)cc2)cnc1NCc1ccccc1,18.2,10.6,-1.2,-11.4,-2.6,3.1,-1.6,1.5,-3.4
O=C1CCCc2c1[nH]c1c(Br)cccc21,-1.1,17.5,2.5,-0.2,-2.0,5.9,1.0,3.3,1.9
CC1CCc2nn(CC(=O)NCc3ccc(F)cc3)cc2C1 (centres undefined),8.2,11.4,7.1,12.7,-8.3,7.4,6.2,8.1,3.9
CC12CCC(=O)N1c1ccccc1C(=O)N2c1ccccc1 (centres undefined),12.5,2.0,3.1,-37.5,12.1,-5.9,6.5,-3.5,5.6
COC(=O)[C@@H](NC(=O)Nc1ccc(C(C)=O)cc1)C(C)C,-0.3,8.5,-6.9,-3.1,0.8,7.8,·,1.4,0.1
O=c1[nH]c2ccc(Cl)cc2c(-c2ccccc2)c1CN1CCOCC1,12.3,-9.0,-3.5,1.5,6.9,3.8,1.1,9.1,0.7
O=C(Nc1ccccc1N1CCN(c2ccc(F)cc2)CC1)C1CCCCC1,3.9,-19.3,0.0,-13.1,13.5,-9.2,1.4,-1.4,1.9
Cc1cc(C)c2nc(N3CCCN(C(=O)c4ccco4)CC3)c(C#N)cc2c1,4.4,0.2,5.4,6.1,-9.8,11.5,·,6.6,8.3
COc1cc(NS(=O)(=O)c2cc(C)ccc2OC)c(OC)cc1Cl,4.7,-4.9,3.3,4.0,1.1,-3.6,6.0,0.1,3.2
COc1cccc(CNC(=O)C2CCN(S(=O)(=O)c3cnc[nH]3)CC2)c1,-2.1,8.2,5.0,-32.8,27.5,3.2,0.7,11.0,6.6
CC(C)CNC(=O)c1noc2c1CCCC2,20.0,4.6,3.9,-0.7,·,7.4,7.0,1.8,3.8
CN(C(=O)CCN1C(=O)C(C)(C)Nc2ccccc21)c1ccccc1,1.2,10.0,-1.4,4.7,-3.3,2.8,1.1,7.5,0.2
COc1ccc(Cl)cc1NC(=O)COC(=O)CCNC(C)=O,2.0,6.1,-0.2,-0.8,11.2,-0.2,3.9,-1.7,6.2
CCOC(=O)c1cc(C)sc1N1C(=O)C2C3C=CC(C3)C2C1=O (centres undefined),2.0,-1.1,-10.6,-46.2,-0.8,-3.1,11.9,-11.0,1.9
Nn1c(SCc2csc(-c3ccccc3)n2)nnc1-c1cccs1,-1.6,10.4,1.3,-31.6,27.1,5.1,11.0,-7.4,6.6

# Structures above containing bromine, in the order listed:
SMILES,CatS block,AP complement,CatB mix inh,C1s block,CatL inh,CatG inh,Ec RNAP inh,FXIa inh mix,CatB inh
Cn1c2c(c(=O)n(C)c1=O)C(c1ccc(Br)cc1)Nc1ccccc1O2 (centres undefined),-2.8,-4.2,4.8,4.8,8.6,-2.3,10.5,3.4,1.9
O=C1CCCc2c1[nH]c1c(Br)cccc21,-1.1,17.5,2.5,-0.2,-2.0,5.9,1.0,3.3,1.9
